TPT1 inhibitor = C. albicans TPT1 enzyme inhibition | actives 0.81% (n = 300,000) | recombinant caTPT1, FP RNA substrate dephosphorylation | inhibition, % at 5 µM;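 active means inhibition above the mean of all tested compounds plus 3 SD, set per screening campaign, cut at about 24% in these data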;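 further: plate controls were DMSO alone for no effect and ferristatin control at 100 nM for full effect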
MCL1-BIM inh = MCL1-BIM-BH3 interaction inhibition (human) | Q07820 | GST-MCL1 / FITC-Bim-BH3 fluorescence polarization | inhibition, % at 10.9 µM | actives 0.68% (n = 320,000) | AID 2057;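 active means inhibition above the mean inhibition of all tested compounds plus 3 SD, set per campaign, cut at about 40% in these data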;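 further: 0% = DMSO wells and 100% = unlabeled Bim-BH3 peptide control; higher means more loss of mP so more displacement of Bim peptide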
Fam108B counter = counter-screen for RBBP9 inhibitors: inhibitors of mouse Fam108B; inhibition, % at 9.51 µM; recombinant Fam108B, FP-Rh probe fluorescence polarization; actives 0.33% (n = 300,000); AID 1947;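 active means inhibition above the screen mean inhibition plus 3 SD, computed separately per campaign, cut at about 18% in these data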;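 further: inhibitors lower polarization as less probe binds the enzyme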
MEX-5 binding = C. elegans MEX-5 TCR-2 RNA binding activity | Q9XUB2 | MEX-5/FITC-TCR2 RNA binding, fluorescence polarization; active compounds read low | activity score (negative = inhibition of binding), % at 10 µM | actives 0.38% (n = 300,000) | AID 1832;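 active means inhibition past about -25% in most replicates, and total fluorescence under double the plate's negative control median, limit read from the data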;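 further: 0% = DMSO and -100% = 5 µM competing unlabeled TCR2 RNA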
GSTO1 inh = GSTO1 inhibition, counter-screen for RBBP9 inhibitors; P78417; recombinant GSTO1, activity-based probe fluorescence polarization; inhibition, % at 5.96 µM; actives 1.1% (n = 300,000); AID 1974;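 active means inhibition above the campaign mean inhibition plus 3 SD, cut at about 35% in these data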;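 further: 0% = GSTO1-1 with DMSO and 100% = wells lacking GSTO1-1 enzyme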
Target sequence (P78417 whole entry, looked up): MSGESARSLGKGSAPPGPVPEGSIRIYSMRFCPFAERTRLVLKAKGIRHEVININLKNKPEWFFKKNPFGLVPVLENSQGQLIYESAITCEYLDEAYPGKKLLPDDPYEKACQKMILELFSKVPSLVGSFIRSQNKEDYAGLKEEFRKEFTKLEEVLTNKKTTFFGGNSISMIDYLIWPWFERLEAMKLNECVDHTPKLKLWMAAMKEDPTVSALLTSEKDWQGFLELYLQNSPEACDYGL
PAD4 inh = PAD4 (human) enzyme inhibition | actives 0.41% (n = 330,000) | Q9UM07 | recombinant PAD4, RCA probe fluorescence polarization | inhibition, % at 6.36 µM;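 active means percent inhibition above a cutoff equal to the mean of all tested compounds plus 3 SD, cut at about 15% in these data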;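 further: 0% = PAD4 with RCA probe and DMSO and 100% = probe without PAD4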
Bcl-xL primary = Bcl-xL (human) inhibition | Q07817 | inhibition, % at 10.9 µM | actives 0.7% (n = 320,000) | GST-Bcl-xL / FITC-Bim BH3 peptide fluorescence polarization | AID 2129;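 active means inhibition above the mean of all tested compounds plus 3 SD, cutoff set per campaign, cut at about 30% in these data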;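 further: 0% = DMSO wells and 100% = unlabeled Bim-BH3 peptide competitor; inhibitors lower millipolarization by displacing the labeled peptide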
GLD-1 RNA inh = GLD-1-TGE RNA interaction inhibition (C. elegans); purified GLD-1 + fluorescein TGE RNA, fluorescence polarization; inhibition, % at 5.96 µM; actives 0.44% (n = 320,000);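 active means percent inhibition above a per-plate cutoff, the plate mean of test compounds plus 3 SD, cut at about 30% in these data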;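 further: 0% = DMSO wells with GLD-1 and probe and 100% = wells lacking GLD-1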
Target sequence (Q17339 whole entry, looked up): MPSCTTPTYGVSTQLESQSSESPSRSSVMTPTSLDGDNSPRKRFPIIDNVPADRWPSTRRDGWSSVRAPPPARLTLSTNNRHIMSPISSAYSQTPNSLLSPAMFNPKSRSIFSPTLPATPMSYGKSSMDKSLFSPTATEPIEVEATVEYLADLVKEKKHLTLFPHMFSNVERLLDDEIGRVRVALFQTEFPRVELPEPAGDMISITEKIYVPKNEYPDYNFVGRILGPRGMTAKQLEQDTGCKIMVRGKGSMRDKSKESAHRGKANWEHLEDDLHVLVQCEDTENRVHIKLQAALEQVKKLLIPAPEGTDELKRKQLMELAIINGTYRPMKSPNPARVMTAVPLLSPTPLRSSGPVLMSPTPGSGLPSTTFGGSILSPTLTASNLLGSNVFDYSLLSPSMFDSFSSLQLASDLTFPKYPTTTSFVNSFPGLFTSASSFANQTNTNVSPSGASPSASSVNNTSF
PME-1 inh = PME-1 (human) inhibition; Q9Y570; recombinant PME-1, FP-Rh probe fluorescence polarization; inhibition, % at 5.9 µM; actives 0.53% (n = 320,000); AID 2130;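 active means inhibition above the campaign mean of all compounds plus 3 SD, cut at about 26% in these data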;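 further: competitive labeling of PME-1 active site by serine hydrolase directed probe; 0% = PME-1 with DMSO and 100% = wells lacking PME-1 enzyme; inhibitors block probe labeling so polarization falls and inhibition rises; many of its hits are not listed in these tables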
* hit, by the source's call; nt = no result given. This is a subset. The share of hits here may be higher or lower than overall.

Screens by letter – A = TPT1 inhibitor; B = MCL1-BIM inh; C = Fam108B counter; D = MEX-5 binding; E = GSTO1 inh; F = PAD4 inh; G = Bcl-xL primary; H = GLD-1 RNA inh; I = PME-1 inh
(1) NC(=O)Cc1c[nH]c2cccc(O)c12
  A = -2 | B = 8 | C = 10 | D = -0.9 | E = 21 | F = -4 | G = 3 | H = 2 | I = -1

(2) COc1ccc(C2=NO[C@H]3C[C@](C(=O)NC(C)C)(S(=O)(=O)c4ccccc4)C[C@@H]23)cc1
  A = 0 | B = 8 | C = 6 | D = 1.4 | E = -4 | F = 0 | G = 0 | H = 9 | I = 7

(3) Cc1ccc(/C=C/C(=O)NCc2cccs2)c(C)c1
  A = -1 | B = -5 | C = 1 | D = 1.0 | E = -5 | F = 1 | G = -3 | H = 4 | I = 2

(4) COc1cc(/C=C(\C#N)c2nc3ccccc3[nH]2)ccc1Oc1ccc([N+](=O)[O-])cn1
  A = 14 | B = 0 | C = -7 | D = 2.8 | E = -13 | F = -9 | G = 3 | H = -5 | I = 11

(5) CC(=O)Nc1ccc(NC(=O)COC(=O)c2c3c(nc4ccccc24)CCN(Cc2ccccc2)C3)cc1
  A = 4 | B = -1 | C = 6 | D = 12 | E = -5 | F = -2 | G = 8 | H = -3 | I = 3

(6) CCCC(=O)Nc1ccc(-c2csc(N/N=C\c3ccncc3)n2)cc1
  A = -3 | B = 6 | C = 9 | D = -1.3 | E = -5 | F = -1 | G = 8 | H = 2 | I = -1

(7) O=C(COc1ccccc1)Nc1ccc(S(=O)(=O)Nc2ncccn2)cc1
  A = -1 | B = 7 | C = 0 | D = -0.9 | E = 2 | F = 3 | G = 5 | H = 6 | I = -11

(8) CC1CCCCC12NC(=O)N(CC(=O)Nc1ccccc1N1CCOCC1)C2=O (configuration not stated)
  A = -3 | B = 3 | C = 2 | D = -1.7 | E = 0 | F = -6 | G = 2 | H = -1 | I = -2

(9) CCOc1ccc(OCc2ccc(C(=O)O)o2)cc1
  A = 0 | B = 7 | C = 8 | D = -2.5 | E = -5 | F = -3 | G = 7 | H = -10 | I = 1

(10) COc1ccc(C(=O)Nc2ccc(N3CCCC3)cc2)cc1
  A = 9 | B = 12 | C = 4 | D = -0.9 | E = 21 | F = -4 | G = 15 | H = -7 | I = 6

(11) CCOc1ncccc1C(=O)N(C)CC1COc2ccccc2O1 (configuration not stated)
  A = -6 | B = 1 | C = 1 | D = 1.7 | E = 2 | F = -3 | G = 5 | H = 8 | I = 7

(12) COc1ccc(CCC(=O)NCc2cn3ccccc3n2)cc1
  A = 1 | B = 12 | C = -1 | D = 0.7 | E = 6 | F = -5 | G = 10 | H = 4 | I = -1

(13) NC(=S)NNC(=O)c1ccccc1
  A = 0 | B = -1 | C = -4 | D = -2.8 | E = 2 | F = -3 | G = 1 | H = 8 | I = -5

(14) O=C(COC(=O)C1=COCCO1)Nc1ccc([N+](=O)[O-])cc1C(F)(F)F
  A = nt | B = -14 | C = nt | D = nt | E = nt | F = -4 | G = -7 | H = -2 | I = 4

(15) O=C1C2CC=C(Cl)CC2C(=O)N1CNc1ccccn1 (configuration not stated)
  A = 0 | B = 1 | C = -4 | D = -1.8 | E = 1 | F = -3 | G = -1 | H = -1 | I = 4

(16) N#C/C(=C\c1cccnc1)C(=O)Nc1ccc(SC(F)F)cc1
  A = 2 | B = 10 | C = -1 | D = -0.6 | E = 1 | F = -3 | G = 8 | H = 1 | I = 1

(17) CN1CCN(S(=O)(=O)c2ccc3c(c2)OCCO3)CC1
  A = -2 | B = -2 | C = 2 | D = -0.5 | E = -2 | F = 0 | G = 2 | H = 3 | I = 11

(18) CC(C)n1ncc2c(C(=O)N3CCN(Cc4ccc(Cl)s4)CC3)cc(C3CC3)nc21
  A = nt | B = 0 | C = nt | D = nt | E = nt | F = 1 | G = 3 | H = -1 | I = -1

(19) COc1ccc(S(=O)(=O)CCC(=O)Nc2c(C)cccc2C)cc1
  A = 5 | B = 3 | C = 7 | D = 0.1 | E = 8 | F = -2 | G = 0 | H = 0 | I = -9

(20) O=C(Nc1cccc(Cl)c1)Nc1ccc2c(c1)OCO2
  A = 4 | B = 4 | C = 19* | D = -2.4 | E = -1 | F = 1 | G = 0 | H = -4 | I = 20

(21) CCCCCCc1ccc(OC(=O)c2ccncc2)cc1
  A = -1 | B = 4 | C = 0 | D = 0.9 | E = -4 | F = -4 | G = 2 | H = 2 | I = 4

(22) CCOC(=O)Cn1c2ccc(C)cc2c2nc(C)sc21
  A = 1 | B = 3 | C = 5 | D = 1.2 | E = 8 | F = -2 | G = 7 | H = 3 | I = 1

(23) Cc1ccccc1-n1c(-c2cccnc2)n[nH]c1=S
  A = 3 | B = -10 | C = -2 | D = -1.2 | E = 8 | F = -3 | G = -12 | H = 1 | I = 1

(24) Cc1nn(C)cc1CN(C)C(=O)CC12CC3CC(CC(C3)C1)C2
  A = -3 | B = 4 | C = 2 | D = 0.2 | E = 0 | F = -3 | G = 1 | H = 4 | I = -10

(25) CCn1c(CNc2ccc(OC)cc2)nnc1SCC(=O)c1ccc(OC)cc1
  A = -4 | B = -6 | C = 3 | D = 0.0 | E = 13 | F = 0 | G = 1 | H = 2 | I = -4

(26) CC1(C)CC(=O)C2=C(C1)N(CC1CCCO1)C(=O)C2(NC(=O)c1cccnc1)C(F)(F)F (configuration not stated)
  A = 2 | B = 1 | C = -3 | D = 0.8 | E = -1 | F = -2 | G = 0 | H = 4 | I = 5

(27) O=C(COc1ccccc1Cl)N1CCCC1
  A = -1 | B = 14 | C = 2 | D = 1.0 | E = 5 | F = 0 | G = 8 | H = 4 | I = -4

(28) COc1ccc(OC)c(C(=O)CSc2nnc(-c3cccs3)n2C)c1
  A = -2 | B = -1 | C = -4 | D = -1.1 | E = 0 | F = 0 | G = 1 | H = 11 | I = -4

Filtered by structure, those above with a halogen
Screens by letter – A = TPT1 inhibitor; B = MCL1-BIM inh; C = Fam108B counter; D = MEX-5 binding; E = GSTO1 inh; F = PAD4 inh; G = Bcl-xL primary; H = GLD-1 RNA inh; I = PME-1 inh
(14) O=C(COC(=O)C1=COCCO1)Nc1ccc([N+](=O)[O-])cc1C(F)(F)F
  A = nt | B = -14 | C = nt | D = nt | E = nt | F = -4 | G = -7 | H = -2 | I = 4

(15) O=C1C2CC=C(Cl)CC2C(=O)N1CNc1ccccn1 (configuration not stated)
  A = 0 | B = 1 | C = -4 | D = -1.8 | E = 1 | F = -3 | G = -1 | H = -1 | I = 4

(16) N#C/C(=C\c1cccnc1)C(=O)Nc1ccc(SC(F)F)cc1
  A = 2 | B = 10 | C = -1 | D = -0.6 | E = 1 | F = -3 | G = 8 | H = 1 | I = 1

(18) CC(C)n1ncc2c(C(=O)N3CCN(Cc4ccc(Cl)s4)CC3)cc(C3CC3)nc21
  A = nt | B = 0 | C = nt | D = nt | E = nt | F = 1 | G = 3 | H = -1 | I = -1

(20) O=C(Nc1cccc(Cl)c1)Nc1ccc2c(c1)OCO2
  A = 4 | B = 4 | C = 19* | D = -2.4 | E = -1 | F = 1 | G = 0 | H = -4 | I = 20

(26) CC1(C)CC(=O)C2=C(C1)N(CC1CCCO1)C(=O)C2(NC(=O)c1cccnc1)C(F)(F)F (configuration not stated)
  A = 2 | B = 1 | C = -3 | D = 0.8 | E = -1 | F = -2 | G = 0 | H = 4 | I = 5

(27) O=C(COc1ccccc1Cl)N1CCCC1
  A = -1 | B = 14 | C = 2 | D = 1.0 | E = 5 | F = 0 | G = 8 | H = 4 | I = -4

Bioassay records: PubChem BioAssay, several laboratories
